Screens as filed in PubChem.
GAA glycogen = GAA glycogen-cleavage inhibition or activation; P10253; recombinant GAA, glycogen substrate, Amplex Red glucose oxidase fluorescence; Potency, µM (top dose mostly 76.4 µM), for the others: top-dose activity change, negative = inhibition, actives largely listed as inhibitors; 300,000 compounds, 0.38% hits; AID 2100; active means well fitted inhibition curve with a large enough effect; inconclusive means small, poorly fitted or top-dose-only effect, or another doubt; inactive means no such curve, though single readings can be large or run the other way;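 further: 0% = full enzyme reaction and -100% = no-enzyme basal signal; the screen sought inhibitors and activators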
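qHTS, 1536-well; enzyme 4 nM final; cpd up to 77 uM; substrate bovine liver glycogen 30 ug; 50 mM citrate/phosphate pH 5.0, 0.01% Tween-20; 37 C, 40 min; Amplex Red detection 45 min RT; Hill fit → AC50.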
* hit, by the source's call; ? = inconclusive; [ ] = another dose, or the depositor's remark. Potency means the concentration at half of the fitted maximal effect. Only part of the results is shown. The share of hits here may be higher or lower than overall.

SMILES | GAA glycogen
O=C(NCCC1=CCCCC1)c1ccc2c(c1)N(Cc1ccccc1)C(=O)c1ccccc1S2(=O)=O | 7%[76.3 µM]
CCc1ccc(NC(=O)NC(C)c2ccc3c(c2)OCO3)cc1 (stereo not drawn) | -2%[76.3 µM]
CC#CCN(Cc1ccco1)C(=O)C1CCC(=O)N(Cc2ccccc2F)C1 (stereo not drawn) | -6%[76.3 µM]
O=C(NC1CCCCCCC1)c1cccc(Cl)c1 | -2%
Cc1nc2ccc(C(=O)OCc3nnc(-c4ccc(Br)cc4)o3)cc2nc1C | -2%[76.3 µM]
CCS(=O)(=O)c1nc(S(=O)(=O)c2ccc(C)cc2)c(N2CC(C)CC(C)C2)s1 (stereo not drawn) | -12%[76.3 µM]
COc1ccc(CN(C)C(=O)c2cc(-c3ccc(C)cc3C)nc3ccccc23)c(OC)c1OC | -1%
CC(=O)c1cccc(NC(=O)CN(C)S(=O)(=O)c2ccc3c(c2)CC(C)N3C(C)=O)c1 (stereo not drawn) | 12%[76.3 µM]
NC(=O)C1CCN(C(=O)c2ccc3c(=O)n(Cc4cccc(Br)c4)c(=S)[nH]c3c2)CC1 | -9%[76.3 µM]
O=C(COc1ccc2ccccc2c1)Nc1cccnc1Cl | -2%
COc1cccc(CN2CC(C(=O)NCc3ncc(C)[nH]3)CCC2=O)c1 (stereo not drawn) | -5%[76.3 µM]
CCCC[C@H]1COCCS(=O)(=O)N1Cc1ccc(F)cc1 | -2%[76.3 µM]
Cc1ccc(-c2nc3c(C)cccn3c2Nc2ccccc2C)s1 | ?
O=C(CN1C(=O)S/C(=C/c2cccn2-c2ccc(O)cc2)C1=O)N1CCCC1 | 1%
CCCOc1ccc(C2C3=C(CCCC3=O)N(CC(=O)O)C3=C2C(=O)CCC3)cc1OCC | -4%[76.3 µM]
Nc1ccccc1SCC(=O)Nc1cccc2ccccc12 | -4%[76.3 µM]
Cc1ccc(S(=O)(=O)n2nc(OC(=O)c3c(F)cccc3Cl)cc2N)cc1 | -12%
O=C(NCCc1ccccc1F)c1ccc2c(c1)OCCO2 | 8%[76.3 µM]
O=C(CCC1N=C2c3ccccc3N=C(SCC(=O)Nc3ccccc3F)N2C1=O)NCc1ccco1 (stereo not drawn) | -8%[76.3 µM]
CC(=O)O[C@H]1C[C@@]2(O)[C@@H](OC(=O)c3ccccc3)C3[C@@](C)([C@@H](O)C[C@H]4OC[C@@]34OC(C)=O)[C@@H](O)[C@H](OC(C)=O)C(=C1C)C2(C)C (stereo partly drawn) | 19%[76.3 µM]
Cc1cc(CN(C)C(=O)c2ccc3nc(Cc4ccccc4F)oc3c2)on1 | -10%[76.3 µM]
CCCCOc1cccc(C(=O)Nc2ccc(S(=O)(=O)Nc3nnc(CC)s3)cc2)c1 | -12%[76.3 µM]
COc1ccc(C(=O)N(Cc2ccccc2)c2cccc(C)c2)cc1 | -6%[76.3 µM]
Cc1cccc(CCNC(=O)c2nc(-c3ccc(Cl)cc3)n3c2CCCCC3)c1 | -12%[76.3 µM]
Cc1ccc(C(=O)c2oc3ccccc3c2NC(=O)Cc2ccccc2)cc1 | 0%[76.3 µM]
Cc1c(C(=O)OC2CCCCCC2)[nH]c2c1C(=O)CC(c1ccc(Cl)cc1)C2 (stereo not drawn) | -3%[76.3 µM]
Cc1ccc(N(C)C(CNS(=O)(=O)c2ccccc2)c2ccccc2)cc1 (stereo not drawn) | -18%[76.3 µM]
O=C(O)c1cccc2c1-c1ccccc1/C2=N\Nc1ccccc1 | ?
O=C(Nc1ccccc1O)c1cc2cc(Br)ccc2oc1=O | 8%
CCCCc1cc(=O)oc2cc(C)cc(OCC(=O)N3C[C@H]4C[C@@H](C3)c3cccc(=O)n3C4)c12 | -9%[76.3 µM]
Cc1oc2cc3oc(=O)c(CC(=O)NCCCC(=O)O)c(C)c3cc2c1C | 5%
CN1CCN(CC(=O)Nc2nc3ccccc3s2)CC1 | 8%[76.3 µM]
CCCc1cc(=O)oc2cc(C)cc(OCC(=O)N3CCC(C(=O)O)CC3)c12 | -12%[76.3 µM]
COc1cc(C(=O)Nc2sc3c(c2C(N)=O)CCC(C)C3)cc(OC)c1OC (stereo not drawn) | -7%[76.3 µM]
C/C(=N/NC(=O)c1ccc(Cl)s1)c1cccnc1 | -14%[76.3 µM]
COc1ccc(-c2noc(-c3ccc(N4CCN(C)CC4)c([N+](=O)[O-])c3)n2)cc1OC | 11%[76.3 µM]

Quoted from the entries so far, 4 compounds:
SMILES | GAA glycogen
COc1ccc(CN(C)C(=O)c2cc(-c3ccc(C)cc3C)nc3ccccc23)c(OC)c1OC | -1%
CC(=O)c1cccc(NC(=O)CN(C)S(=O)(=O)c2ccc3c(c2)CC(C)N3C(C)=O)c1 (stereo not drawn) | 12%[76.3 µM]
NC(=O)C1CCN(C(=O)c2ccc3c(=O)n(Cc4cccc(Br)c4)c(=S)[nH]c3c2)CC1 | -9%[76.3 µM]
O=C(COc1ccc2ccccc2c1)Nc1cccnc1Cl | -2%

(more compounds)
SMILES | GAA glycogen
CSc1nnc2c3cc(F)ccc3n(C)c2n1 | 13%[76.3 µM]
CCOc1ccc(NC(=O)Cn2c(=O)n(Cc3ccc4c(c3)OCO4)c(=O)c3ccc(C(=O)NC4CCCCC4)cc32)cc1 | -23%[76.3 µM]
Cc1nn(C)c(Cl)c1CN1CCC(n2nccc2NC(=O)C2CCCC2)CC1 | -7%[76.3 µM]
COc1ccc(NC(=O)CCCn2nc(C)c3c(C)n(-c4ccccc4)nc3c2=O)cc1 | -2%[76.3 µM]
COc1cc2cc(C(=O)N3CCc4ccccc4C3)[nH]c2cc1OC | -4%[76.3 µM]
CCOc1ccc(NC(=O)CN2C(=O)CSc3ccc(S(=O)(=O)N4CCCC4)cc32)cc1 | 5%[76.3 µM]
Cc1ccc(C)c(NC(=O)C(C)N(c2ccccc2)S(C)(=O)=O)c1 (stereo not drawn) | 1%[76.3 µM]
Cc1c(C(=O)N2CCOCC2)c(S(=O)(=O)Nc2ccc(Br)cc2F)c(C)n1C | -10%[76.3 µM]
CCOC(=O)c1c(C)n(-c2ccc(F)cc2)c2ccc(O)cc12 | -5%
CC(=O)Nc1ccc(NC(=O)C2CCN(C(=O)NC3CCCCC3)CC2)cc1 | -4%
Fc1ccc(COc2ccc(C(=S)N3CCCC3)cc2)cc1 | 0%[76.3 µM]
COc1ccc(C2=Nn3c(nc4sc(C(=O)Nc5cccc(C)c5)c(C)c4c3=O)SC2)cc1 | -4%[76.3 µM]
O=C(CSc1nnc(CNC(=O)c2cccs2)o1)Nc1ccc(Cl)cc1 | -4%[76.3 µM]
CCOC(=O)c1ccc(NC(=O)C2CCCN(c3ccc(Sc4ccc(C)cc4)nn3)C2)cc1 (stereo not drawn) | -11%[76.3 µM]
COc1cc(OC)cc(-c2cc3nc(C)c(CCC(=O)Nc4ccccc4OC)c(C)n3n2)c1 | 0%[76.3 µM]
CC(=O)N1CCCc2cc(S(=O)(=O)Nc3ccccc3C)ccc21 | -4%[76.3 µM]
O=C(NCc1nnc(SCC(=O)N2CCN(c3ccccc3)CC2)o1)c1ccccc1 | 5%[76.3 µM]
Nc1cccc2c1C(=O)N(Cc1nnc(-c3ccccc3Br)o1)C2=O | 4%[76.3 µM]
Cn1c(=O)[nH]c(=O)c2c1nc(CN1CCN(c3ccccc3F)CC1)n2Cc1ccc(F)cc1 | 10%[76.3 µM]
CN(C(=O)c1ccc2c(=O)n3c(nc2c1)CCCCC3)c1cccc(Cl)c1 | -2%
COc1ccc2oc(=O)c(C(=O)NCCc3c(C)[nH]c4ccc(C)cc34)cc2c1 | -11%[76.3 µM]
COCCSc1nnc(NC(=O)CS(=O)(=O)c2ccccc2)s1 | -1%[76.3 µM]
O=C(CN1CCOCC1)Nc1ccccc1F | -8%[3.05 µM]
CC(=O)NCCC(=O)N(Cc1ccccc1)c1nc2c(C)cccc2s1 | 2%[76.3 µM]

Quoted from the listing:
GAA glycogen, Cn1c(=O)[nH]c(=O)c2c1nc(CN1CCN(c3ccccc3F)CC1)n2Cc1ccc(F)cc1 stands at 10%[76.3 µM]
GAA glycogen, CC(=O)NCCC(=O)N(Cc1ccccc1)c1nc2c(C)cccc2s1 stands at 2%[76.3 µM]

Next records.
SMILES | GAA glycogen
O=S(=O)(c1ccccc1)n1nc(-c2ccco2)nc1NCc1ccccc1 | 10%[76.3 µM]
CCC1CN(C(=O)Nc2ccccc2C(F)(F)F)c2ccccc2S1 (stereo not drawn) | ?
Cc1ccc(-c2noc(CSc3nnc(C)n3-c3ccc(C)cc3)n2)cc1 | -10%[76.3 µM]
Cc1ccc(NC(=O)c2cccc3c2C(=O)N(C2CCCCC2)C3)c(Cl)c1 | -3%[76.3 µM]
Cc1c(O)ccc2c(CN3CCN(Cc4ccccc4)CC3)cc(=O)oc12 | -4%
CC(=O)N1CCc2c(sc3c2c(=O)n(-c2ccccc2)c(=O)n3CC(=O)c2ccccc2)C1 | 18%[76.3 µM]
CN(C1CCCCC1)S(=O)(=O)c1ccc2c(c1)c(=O)c(C(=O)N1CCN(c3ccccc3F)CC1)cn2C | 17%[76.3 µM]
CCN(CC1CCCN(CCc2cccc(OC)c2)C1)C(=O)C=C(C)C (stereo not drawn) | 16%[76.3 µM]
Cc1ccc(C2CC(=O)n3nc(-c4ccc(Cl)cc4)nc3S2)cc1 (stereo not drawn) | 15%[76.3 µM]
CCOc1ccccc1NC(=O)Cn1c(=O)n(CC(=O)NCc2ccccc2Cl)c(=O)c2sccc21 | 1%[76.3 µM]
COC(=O)c1ccccc1NC(=O)Cn1c(=O)n(-c2cccc(C(F)(F)F)c2)c(=O)c2c(C)c(C)sc21 | 14%[76.3 µM]
COc1ccc(-c2nc(S(=O)(=O)c3ccc(C)cc3)c(N3CCCCC3)o2)cc1 | 20%[76.3 µM]
CCOc1ccccc1CN1CCN(Cc2c[nH]c3ccccc23)CC1CCO (stereo not drawn) | -2%[76.3 µM]
COC(=O)c1ccccc1NC(=O)c1cccnc1 | 15%[76.3 µM]
O=C(Nc1cccc(Cl)c1Cl)c1cc2nc(-c3ccc4c(c3)OCO4)cc(C(F)(F)F)n2n1 | 10%[76.3 µM]
N#Cc1ccc(-c2nc3cc(Cl)ccc3c(=O)n2O)cc1 | 4%
Cc1ccccc1NC(=O)CCN1C(=O)c2ccccc2C1=O | -2%[76.3 µM]
CC(OC(=O)c1cccc(-n2cnnn2)c1)C(=O)N(C)c1ccccc1 (stereo not drawn) | 0%[76.3 µM]
Cc1ccc(-n2nnc3c(=O)n(CC(N)=O)cnc32)cc1 | -1%
N#Cc1cc2cc3c(cc2nc1SCC(=O)N1CCOCC1)OCO3 | 12%
Cc1nc2ccccn2c1C(=O)NNC(=O)Nc1ccccc1 | -7%[76.3 µM]
O=C(O)c1ccc(NC(=O)c2ccc3c(c2)C(=O)N(CC2CCCO2)C3=O)cc1 (stereo not drawn) | -1%
O=C(NCC1CCCO1)c1cccc2ccccc12 (stereo not drawn) | -5%[76.3 µM]
CC1CCCCN1S(=O)(=O)c1ccc(S(=O)(=O)N2CCCC2)cc1 (stereo not drawn) | -29%
CCn1cc(CN2CCC(n3nccc3NC(=O)c3cccc(F)c3)CC2)cn1 | 3%[76.3 µM]
CC1CCN(S(=O)(=O)c2ccc3c(ccn3CCC(=O)N3CCCCC3)c2)CC1 | 2%[76.3 µM]
CN(C)c1ccc(CN(CC2CCCO2)C(=O)COc2ccc(Cl)cc2)cc1 (stereo not drawn) | -24%[76.3 µM]
CCOc1ccc(N(Cc2ccccc2)C(=O)c2nc(S(C)(=O)=O)ncc2Cl)cc1 | 14%[76.3 µM]
CCOC(=O)c1c(NC(=O)/C=C/c2ccc(C)cc2)sc2c1CCCC2 | 2%[76.3 µM]
COc1ccc(-c2nc3cc(C)ccn3c2NC(=O)c2cccc(F)c2)cc1 | -11%[76.3 µM]
CCCCNC(=O)CCCn1c(=O)c2ccccc2n(CC(=O)Nc2ccccc2OCC)c1=O | 10%[76.3 µM]
CC(C)C(=O)Nc1ccc(NC(=O)c2ccc(COc3ccccc3)cc2)cc1 | -3%[76.3 µM]
O=C(NC1CCCCC1)c1ccc(-c2cccc([N+](=O)[O-])c2)o1 | -4%[76.3 µM]
O=C(O)c1ccc(/C=C2\SC(=S)N(NC(=O)c3ccccc3[N+](=O)[O-])C2=O)cc1 | -5%
Cc1[nH]c(=O)[nH]c(=O)c1S(=O)(=O)Nc1ccc(F)c(Cl)c1 | 6%
CCOc1ccc(N(CC)C(=O)Cn2cnc3sc(C)c(S(=O)(=O)N4CCN(c5ncccn5)CC4)c3c2=O)cc1 | 6%[76.3 µM]
Cc1ccc(NC2=C(CC(=O)O)C(c3ccc(F)cc3)N(c3ccc(C)cc3)C2=O)cc1 (stereo not drawn) | -6%[76.3 µM]
O=C(Nc1nccs1)C1CCN(S(=O)(=O)c2ccc(F)cc2)CC1 | 5%[76.3 µM]

5 records drawn at random from those above:
SMILES | GAA glycogen
CCn1cc(CN2CCC(n3nccc3NC(=O)c3cccc(F)c3)CC2)cn1 | 3%[76.3 µM]
CCOc1ccc(N(Cc2ccccc2)C(=O)c2nc(S(C)(=O)=O)ncc2Cl)cc1 | 14%[76.3 µM]
CN(C)c1ccc(CN(CC2CCCO2)C(=O)COc2ccc(Cl)cc2)cc1 (stereo not drawn) | -24%[76.3 µM]
CC1CCN(S(=O)(=O)c2ccc3c(ccn3CCC(=O)N3CCCCC3)c2)CC1 | 2%[76.3 µM]
Cc1ccc(NC2=C(CC(=O)O)C(c3ccc(F)cc3)N(c3ccc(C)cc3)C2=O)cc1 (stereo not drawn) | -6%[76.3 µM]
